Screens as filed in PubChem BioAssay.
hcDAF-12 act – activators of H. contortus DAF-12 nuclear receptor. activation, % at 6.8 µM. AID 652067. HEK293 hcDAF-12 lit1-tk-luc reporter, luminescence; 0% DMSO, 100% Δ7-dafachronic acid. 370,000 compounds, 1.4% hits;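 active = activation above the mean of all tested compounds plus 3 SD, cut at about 5.5% in these data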;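 also: 100% = response to 3 µM Δ7-dafachronic acid high control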
MBD2 DNA inh – MBD2-methylated oligo binding inhibition. Q9UBB5. TR-FRET, MBD2 binding to methylated oligonucleotide. inhibition, % at 4.4 µM. 370,000 compounds, 0.31% hits. AID 686964; in the data active = inhibition above about 13%
Target sequence (Q9UBB5 whole entry, looked up): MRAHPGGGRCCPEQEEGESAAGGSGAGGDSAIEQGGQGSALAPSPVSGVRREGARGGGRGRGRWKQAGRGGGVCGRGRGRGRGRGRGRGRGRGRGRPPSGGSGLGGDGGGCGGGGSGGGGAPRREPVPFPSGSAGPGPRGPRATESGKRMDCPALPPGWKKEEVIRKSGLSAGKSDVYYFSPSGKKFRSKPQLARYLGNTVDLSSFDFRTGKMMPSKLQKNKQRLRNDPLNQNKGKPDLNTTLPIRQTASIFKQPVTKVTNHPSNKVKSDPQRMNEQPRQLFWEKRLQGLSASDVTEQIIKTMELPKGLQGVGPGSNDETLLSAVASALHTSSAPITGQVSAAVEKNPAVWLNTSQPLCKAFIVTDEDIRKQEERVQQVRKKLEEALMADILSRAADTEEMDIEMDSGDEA
ADAM17 inh – ADAM17 inhibition, QFRET primary screen; P78536; recombinant ADAM17, EDANS/DABCYL FRET peptide cleavage; inhibition, % at 6.95 µM; 370,000 compounds, 0.83% hits; AID 720648;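 active = inhibition above the mean of compounds lying between control limits plus 3 SD, set per campaign, cut at about 8.5% in these data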;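 also: 0% = DMSO-only wells as the low control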
Target sequence (P78536 215-824 limits assumed): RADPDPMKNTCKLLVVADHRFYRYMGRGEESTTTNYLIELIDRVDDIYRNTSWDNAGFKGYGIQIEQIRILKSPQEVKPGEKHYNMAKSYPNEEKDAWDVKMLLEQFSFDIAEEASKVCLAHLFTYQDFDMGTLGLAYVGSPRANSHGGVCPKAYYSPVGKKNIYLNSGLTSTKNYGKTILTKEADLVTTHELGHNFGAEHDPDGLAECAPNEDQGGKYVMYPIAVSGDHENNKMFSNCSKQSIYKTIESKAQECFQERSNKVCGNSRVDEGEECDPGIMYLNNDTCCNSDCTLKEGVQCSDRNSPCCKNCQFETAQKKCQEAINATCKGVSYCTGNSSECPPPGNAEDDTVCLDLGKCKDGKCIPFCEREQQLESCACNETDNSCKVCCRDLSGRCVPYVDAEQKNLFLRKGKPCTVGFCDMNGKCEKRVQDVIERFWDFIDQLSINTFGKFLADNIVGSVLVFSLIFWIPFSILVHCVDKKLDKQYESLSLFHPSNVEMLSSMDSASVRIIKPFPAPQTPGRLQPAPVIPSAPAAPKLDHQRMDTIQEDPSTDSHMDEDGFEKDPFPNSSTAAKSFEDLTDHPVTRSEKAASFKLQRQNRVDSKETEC
hgDAF12 agonist – activates the H. glycines DAF-12 receptor ligand-binding domain; HEK293 GAL4-hgDAF12 UAS-luciferase reporter, agonist luminescence; normalized to butyrate control; activation, % at 6.8 µM; 370,000 compounds, 1.8% hits;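 active = activation above a cutoff set at the mean of all screened compounds plus 3 SD, cut at about 10% in these data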;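 also: 0% = DMSO wells and 100% = sodium butyrate wells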
PLCg1 inh – inhibitors of human phospholipase C gamma1; purified PLC-gamma1, fluorogenic substrate, fluorescence; inhibition, % at 12.2 µM; 370,000 compounds, 0.84% hits; AID 720700; in the data active = inhibition above about 9.5%
Rev-erbA mod – modulators of human Rev-erb alpha DNA binding; 370,000 compounds, 0.79% hits; P20393; activity, % at 10 µM; Rev-erbα–FITC-DNA binding, fluorescence polarization, 90 min;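 active = activity above about 14%, limit read from the data; passing the limit was not always enough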;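 also: 0% = DMSO wells with 35 nM protein and 100% = DMSO wells with 750 nM protein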
PLCb3 inh – PLC-beta3 (human) inhibition, primary screen | Q01970 | Purified PLC-beta3, fluorogenic substrate, fluorescence | inhibition, % at 12.2 µM | 370,000 compounds, 0.18% hits | AID 720704; in the data active = inhibition above about 11%;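 also: 0% = median of compound wells on plate and 100% = full blocker control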
SMARCA2 activ – activators of SMARCA2 function; MG213 cells, MMTV-luciferase reporter, dexamethasone, overnight; activation, % at 9.1 µM; 370,000 compounds, 1% hits; in the data active = activation above about 7.8%;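 also: 0% = vehicle wells and 100% = reference activator wells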
ssDAF12 agonist – activates DAF-12 receptor from parasite S. stercoralis. activation, % at 6.8 µM. 370,000 compounds, 1% hits. AID 652126. HEK293 ssDAF-12/GRIP1 lit1-tk-luc reporter, luminescence; % of 3 µM dafachronic acid response;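 active = activation above the mean over all tested compounds plus 3 SD, cut at about 0.9% in these data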;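 also: 0% = DMSO-only wells and 100% = 3 µM delta7-dafachronic acid wells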
DAX1 inh-1 – DAX1 (NR0B1) inhibition, primary screen; AID 652010; HEK293T StAR-luciferase reporter, SF-1/DAX-1 repression relief; inhibition, % at 6.8 µM; 370,000 compounds, 1.1% hits;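 active = inhibition above the mean over all tested compounds plus 3 SD, cut at about 3.6% in these data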;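 also: 0% = DAX-1 cells with DMSO and 100% = cells lacking DAX-1 with DMSO; higher inhibition means more luminescence from relief of DAX-1 repression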
DAX1 inh-2 – inhibits human nuclear receptor DAX1. P51843. HEK293 Gal4-DAX1 luciferase reporter, luminescence. inhibition, % at 6.75 µM. 340,000 compounds, 0.99% hits. AID 504766;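 active = inhibition above the mean over all tested compounds plus 3 SD, cut at about 4.2% in these data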;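 also: 0% = DAX1-transfected cells with DMSO and 100% = empty-vector control cells with DMSO; inhibition shows as a rise in luminescence from relieved DAX1 repression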
* marks the source's active call; other numbers are inactive results. Rows were taken by chance; overall some 7.4% were active at least once.

Results for Cc1ccc(CC(=O)c2ccc(Cl)cc2)cc1 ?
hcDAF-12 act: 3.1; MBD2 DNA inh: -1; ADAM17 inh: 1; hgDAF12 agonist: 0.8; PLCg1 inh: 5; Rev-erbA mod: -3; PLCb3 inh: -1; SMARCA2 activ: 5; ssDAF12 agonist: -0.7; DAX1 inh-1: 0.2; DAX1 inh-2: 1.1

Results for CCOc1c(Br)ccc2c1sc1nc[nH]c(=O)c12 ?
hcDAF-12 act: -0.3; MBD2 DNA inh: 1; ADAM17 inh: 1; hgDAF12 agonist: 5.6; PLCg1 inh: 0; Rev-erbA mod: -4; PLCb3 inh: -1; SMARCA2 activ: 1; ssDAF12 agonist: -1.4; DAX1 inh-1: -0.6; DAX1 inh-2: 0.3

Results for O=C(OCc1cc(=O)oc2cc(O)ccc12)c1cc(S(=O)(=O)N2CCOCC2)ccc1F ?
hcDAF-12 act: -0.1; MBD2 DNA inh: 1; ADAM17 inh: -358; hgDAF12 agonist: 3.0; PLCg1 inh: inactive; Rev-erbA mod: 1; PLCb3 inh: inactive; SMARCA2 activ: 8.4*; ssDAF12 agonist: -0.8; DAX1 inh-1: 0.7; DAX1 inh-2: 1.9

Results for CC(C)CCN1CCN(Cc2cccc(C(F)(F)F)c2)CC1CCO (stereo not given) ?
hcDAF-12 act: 1.2; MBD2 DNA inh: 1; ADAM17 inh: 0; hgDAF12 agonist: 1.5; PLCg1 inh: -1; Rev-erbA mod: -4; PLCb3 inh: -4; SMARCA2 activ: 5; ssDAF12 agonist: -2.0; DAX1 inh-1: -0.1; DAX1 inh-2: 0.7

What do the screens show for `CC(CC(=O)Nc1ccc(F)cc1F)S(=O)(=O)c1ccc2c(c1)NC(=O)CO2` (stereo not given)?
hcDAF-12 act: -2.6; MBD2 DNA inh: 2; ADAM17 inh: 0; hgDAF12 agonist: 1.1; PLCg1 inh: 1; Rev-erbA mod: -7; PLCb3 inh: -5; SMARCA2 activ: -1; ssDAF12 agonist: -1.5; DAX1 inh-1: -1.1; DAX1 inh-2: 0.1

How did Cc1ccc(CN(C(=O)C(F)(F)F)C(C(=O)NC2CCCCC2)c2ccco2)cc1 (stereo not given) do in these assays?
hcDAF-12 act: -0.9; MBD2 DNA inh: 0; ADAM17 inh: 4; hgDAF12 agonist: -1.8; PLCg1 inh: 6; Rev-erbA mod: 2; PLCb3 inh: 2; SMARCA2 activ: -6; ssDAF12 agonist: -1.0; DAX1 inh-1: -0.3; DAX1 inh-2: 1.3

Results for O=S(=O)(NCCCN1CCOCC1)c1ccc2c(c1)OCCO2 ?
hcDAF-12 act: -0.7; MBD2 DNA inh: 0; ADAM17 inh: -2; hgDAF12 agonist: 2.0; PLCg1 inh: 0; Rev-erbA mod: -7; PLCb3 inh: -1; SMARCA2 activ: 3; ssDAF12 agonist: -1.1; DAX1 inh-1: 0.9; DAX1 inh-2: -0.5

Results for C(=N\Nc1nc(Nc2ccccc2)nc(N2CCOCC2)n1)/c1c[nH]c2ccccc12 ?
hcDAF-12 act: 4.1; MBD2 DNA inh: 2; ADAM17 inh: 9.2*; hgDAF12 agonist: -3.3; PLCg1 inh: 4; Rev-erbA mod: 0; PLCb3 inh: 2; SMARCA2 activ: 9.6*; ssDAF12 agonist: 0.0; DAX1 inh-1: -0.2

How did CCN(CC)CCC(c1cc(OC)c(OC)c(OC)c1)c1c(OC)cc(OC)c2c(C)cc(=O)oc12 (stereo not given) do in these assays?
hcDAF-12 act: -0.7; MBD2 DNA inh: 4; ADAM17 inh: -5; hgDAF12 agonist: 1.4; PLCg1 inh: -3; Rev-erbA mod: -4; PLCb3 inh: -9; SMARCA2 activ: 2; ssDAF12 agonist: -1.4; DAX1 inh-1: -0.2; DAX1 inh-2: 0.2

How did O=C(CSc1nnc(-c2ccccn2)n1Cc1ccccc1)N1CCOCC1 do in these assays?
hcDAF-12 act: -2.6; MBD2 DNA inh: 2; ADAM17 inh: -2; hgDAF12 agonist: -2.1; PLCg1 inh: 3; Rev-erbA mod: 2; PLCb3 inh: 4; SMARCA2 activ: 0; ssDAF12 agonist: -1.8; DAX1 inh-1: -0.5; DAX1 inh-2: 1.9

How did COc1ccc(S(=O)(=O)N(C)C[C@H]2Oc3ncc(C#CC4(O)CCCC4)cc3C(=O)N([C@@H](C)CO)C[C@@H]2C)cc1 do in these assays?
hcDAF-12 act: -1.0; MBD2 DNA inh: 0; ADAM17 inh: 1; hgDAF12 agonist: -0.9; PLCg1 inh: 0; Rev-erbA mod: 5; PLCb3 inh: 0; SMARCA2 activ: -3; ssDAF12 agonist: -1.0; DAX1 inh-1: -1.1; DAX1 inh-2: 0.4

Results for C=CCn1c(C)cc(-c2csc(NC(=O)CCc3nc4ccccc4c(=O)[nH]3)n2)c1C ?
hcDAF-12 act: 1.3; MBD2 DNA inh: 10; ADAM17 inh: -8; hgDAF12 agonist: -0.7; PLCg1 inh: -42; Rev-erbA mod: -29; PLCb3 inh: -51; SMARCA2 activ: 1; ssDAF12 agonist: -1.0; DAX1 inh-1: 0.0; DAX1 inh-2: -1.2

What do the screens show for `Cc1cc(C(=O)COC(=O)c2ccc(NC(=O)CC#N)cc2)c(C)n1CC(F)(F)F`?
hcDAF-12 act: 1.2; MBD2 DNA inh: -3; ADAM17 inh: -1; hgDAF12 agonist: 2.5; PLCg1 inh: -14; Rev-erbA mod: 1; PLCb3 inh: -16; SMARCA2 activ: 0; ssDAF12 agonist: -0.3; DAX1 inh-1: 2.5; DAX1 inh-2: 0.9

Results for O=C(CSc1nccn1-c1ccccc1)NCc1ccc2c(c1)OCO2 ?
hcDAF-12 act: -0.9; MBD2 DNA inh: -4; ADAM17 inh: 2; hgDAF12 agonist: 0.3; PLCg1 inh: 4; Rev-erbA mod: -3; PLCb3 inh: 3; SMARCA2 activ: 1; ssDAF12 agonist: -1.3; DAX1 inh-1: -1.0; DAX1 inh-2: 0.7

How did CCOC(=O)C1CCCN(C(=O)c2cccc(S(=O)(=O)N(C)c3ccc(C)cc3)c2)C1 (stereo not given) do in these assays?
hcDAF-12 act: 0.6; MBD2 DNA inh: -1; ADAM17 inh: -33; hgDAF12 agonist: -2.0; PLCg1 inh: -1; Rev-erbA mod: -2; PLCb3 inh: 1; SMARCA2 activ: -2; ssDAF12 agonist: -0.8; DAX1 inh-1: -1.6; DAX1 inh-2: -0.5

What do the screens show for `COC(/C(=N/O)c1ccc(Cl)cc1)c1ccccc1` (stereo not given)?
hcDAF-12 act: -0.4; MBD2 DNA inh: 2; ADAM17 inh: 3; hgDAF12 agonist: 0.2; PLCg1 inh: 2; Rev-erbA mod: 5; PLCb3 inh: -5; SMARCA2 activ: -3; ssDAF12 agonist: -1.0; DAX1 inh-1: -0.3; DAX1 inh-2: 0.9

What do the screens show for `Cc1cccc(NC(=O)C(C)n2cc([N+](=O)[O-])cn2)n1` (stereo not given)?
hcDAF-12 act: -0.8; MBD2 DNA inh: 0; ADAM17 inh: 1; hgDAF12 agonist: 2.1; PLCg1 inh: 7; Rev-erbA mod: 7; PLCb3 inh: 4; SMARCA2 activ: -3; ssDAF12 agonist: -1.1; DAX1 inh-1: -0.6; DAX1 inh-2: 0.2

Results for CCCCc1ccc(S(=O)(=O)NC2CCS(=O)(=O)C2)cc1 (stereo not given) ?
hcDAF-12 act: 0.5; MBD2 DNA inh: -3; ADAM17 inh: -3; hgDAF12 agonist: -3.3; PLCg1 inh: 0; Rev-erbA mod: 4; PLCb3 inh: -4; SMARCA2 activ: -4; ssDAF12 agonist: -1.4; DAX1 inh-1: -0.7; DAX1 inh-2: -1.9

How did CC(=O)c1cccc(OCC(O)CNCCOc2ccc(C)cc2)c1 (stereo not given) do in these assays?
hcDAF-12 act: -0.6; MBD2 DNA inh: 3; ADAM17 inh: 0; hgDAF12 agonist: -0.2; PLCg1 inh: 1; Rev-erbA mod: -1; PLCb3 inh: -1; SMARCA2 activ: 2; ssDAF12 agonist: -0.9; DAX1 inh-1: 0.2; DAX1 inh-2: 0.2

What do the screens show for `Cc1cc(CNC(=O)C2CCC(=O)N(Cc3cccc(C(F)(F)F)c3)C2)no1` (stereo not given)?
hcDAF-12 act: -0.6; MBD2 DNA inh: -1; ADAM17 inh: 0; hgDAF12 agonist: 0.4; PLCg1 inh: 0; Rev-erbA mod: 1; PLCb3 inh: 4; SMARCA2 activ: -1; ssDAF12 agonist: -0.8; DAX1 inh-1: 2.7; DAX1 inh-2: 0.3

How did CCOC(=O)C1CCN(C(=O)c2ccc3c(c2)NC(=O)/C(=C\c2ccc(C)cc2)S3)CC1 do in these assays?
hcDAF-12 act: -1.5; MBD2 DNA inh: 6; ADAM17 inh: 0; hgDAF12 agonist: -2.8; PLCg1 inh: -15; Rev-erbA mod: -19; PLCb3 inh: -25; SMARCA2 activ: -2; ssDAF12 agonist: -0.6; DAX1 inh-1: -0.2; DAX1 inh-2: 0.9

How did Cc1ccc(N2CCN(C(=S)Nc3ccccc3)CC2)cc1 do in these assays?
hcDAF-12 act: -1.9; MBD2 DNA inh: 1; ADAM17 inh: -2; hgDAF12 agonist: 1.2; PLCg1 inh: 1; Rev-erbA mod: -4; PLCb3 inh: 5; SMARCA2 activ: 0; ssDAF12 agonist: -1.4; DAX1 inh-1: -0.4; DAX1 inh-2: 1.0

What do the screens show for `COc1ccc(OC)c(CCNC(=O)C(C)n2nc(C)c3c(C)n(-c4ccc(C)cc4)nc3c2=O)c1` (stereo not given)?
hcDAF-12 act: -6.5; MBD2 DNA inh: -1; ADAM17 inh: -1; hgDAF12 agonist: -9.8; PLCg1 inh: 1; Rev-erbA mod: -8; PLCb3 inh: 2; SMARCA2 activ: -3; ssDAF12 agonist: -2.2; DAX1 inh-1: -10; DAX1 inh-2: -2.0

Results for Cc1csc(=NC(=O)c2ccccc2)n1C ?
hcDAF-12 act: 2.7; MBD2 DNA inh: 2; ADAM17 inh: -6; hgDAF12 agonist: 10; PLCg1 inh: -4; Rev-erbA mod: 5; PLCb3 inh: -13; SMARCA2 activ: 1; ssDAF12 agonist: 0.7; DAX1 inh-1: 1.8; DAX1 inh-2: 1.1

How did CC(O)(c1ccccc1)C(c1ccccc1)C1CCCCN1 (stereo not given) do in these assays?
hcDAF-12 act: -0.6; MBD2 DNA inh: -1; ADAM17 inh: 0; hgDAF12 agonist: 1.3; PLCg1 inh: -1; Rev-erbA mod: 8; PLCb3 inh: -7; SMARCA2 activ: 2; ssDAF12 agonist: -0.6; DAX1 inh-1: 1.1; DAX1 inh-2: -0.1

What do the screens show for `CC1(C)CC(=O)C2=C(C1)NC(=O)CC2C(=O)NCc1ccc(F)cc1` (stereo not given)?
hcDAF-12 act: 1.1; MBD2 DNA inh: 3; ADAM17 inh: -1; hgDAF12 agonist: -1.2; PLCg1 inh: 1; Rev-erbA mod: -4; PLCb3 inh: 4; SMARCA2 activ: 0; ssDAF12 agonist: -1.1; DAX1 inh-1: -0.3
